AMA1 RON2 block = disrupts binding of P. falciparum AMA1 to RON2 | AlphaScreen AMA1-biotinylated RON2 peptide binding | Potency, µM (series often up to 58.2 µM), inactives show at the highest dose activity change, negative = inhibition, usual class: inhibitors | 360,000 tested, 0.2% active | AID 720542;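 further: potency means the concentration at half of the fitted maximal effect; 0% = vehicle wells and -100% = peptide control; nearly all actives have a fitted effect of over 45% in size; some results filed as inactive show a strong effect at the top dose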
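AMA1 (3D7) with his tag at 25 nM final met compounds first, then biotinylated RON2 peptide at 25 nM; detection used donor plus acceptor beads, 10 µg/mL apiece, read by AlphaScreen after 30 min at room temperature.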
Sm TGR inh = inhibitors of Schistosoma mansoni thioredoxin glutathione reductase; purified TGR, DTNB reduction, TNB absorbance 405 nm; Potency, µM (series often up to 114 µM), for the others: at the top dose activity change, negative = inhibition, hits mostly inhibitors; 360,000 tested, 3% active; AID 485364; further: potency means the concentration at half of the fitted maximal effect; nearly all actives have a fitted effect of over 60% in size
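First, TGR (20 nM dispensed) and NADPH were mixed with compound. Second, a 15 min room-temperature incubation followed. Third, further NADPH and then DTNB were added to start the reaction. Finally, TNB absorbance was monitored kinetically.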
HCMV inh = blocks human cytomegalovirus replication. HFF cells, HCMV-luciferase reporter, 72 h; active compounds read low. activity change, negative = inhibition, % at 57.5 µM. 410,000 tested, 4.5% active. AID 1259415; in the data active means activity change below about -60%; inconclusive means no clear call, values can overlap the other calls; inactive means above about -39%
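Two-dose cell screen: HFF monolayers treated with compounds and infected with luciferase-expressing HCMV at 1 PFU/cell, 72 h at 37C, then lysed for luciferase measurement.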
TbPYK inhibitor = T. brucei pyruvate kinase inhibition | Q57TT1 | TbPYK enzyme, Kinase-Glo Plus ATP luminescence, 45 min | Potency, µM (doses to about 76.8 µM), for the others: top-dose activity, negative = inhibition, hits mostly inhibitors | 410,000 tested, 0.12% active | AID 624173; further: potency means the concentration at half of the fitted maximal effect; nearly all actives have a fitted effect of over 50% in size
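Assay buffer: 50 mM TEA pH 7.2, 100 mM KCl, 10 mM MgCl2, 0.05% BSA, 0.01% Tween-20. Pyruvate kinase from T. brucei plus substrate met compound, then ADP (130 uM final). Luminescence was read post 45 min RT.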
AmpC no deterg = AmpC beta-lactamase inhibition without detergent | P00811 | AmpC nitrocefin hydrolysis, absorbance 480 nm, 0.0001% Triton | Potency, µM (doses to about 57.1 µM), for the others: top-dose activity change, negative = inhibition, hits mostly inhibitors | 330,000 tested, 0.52% active;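 further: potency means the concentration at half of the fitted maximal effect; plate controls were no compound for no effect and no enzyme for full effect; nearly all actives have a fitted effect of over 20% in size; some results filed as inactive show a strong effect at the top dose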
Target sequence (P00811 whole entry, looked up): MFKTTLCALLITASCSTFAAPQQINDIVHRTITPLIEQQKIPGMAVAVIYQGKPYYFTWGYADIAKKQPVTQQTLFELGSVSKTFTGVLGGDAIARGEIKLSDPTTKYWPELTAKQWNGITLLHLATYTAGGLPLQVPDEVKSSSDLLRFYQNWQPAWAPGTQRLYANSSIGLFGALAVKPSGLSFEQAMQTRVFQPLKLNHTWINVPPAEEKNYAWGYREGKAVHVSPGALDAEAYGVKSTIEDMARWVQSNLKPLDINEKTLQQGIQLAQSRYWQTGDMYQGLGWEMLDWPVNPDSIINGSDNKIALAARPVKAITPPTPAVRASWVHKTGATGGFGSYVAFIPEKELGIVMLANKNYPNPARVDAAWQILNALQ
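20 mM phosphate pH 7.0 + 0.01% (detergent screen) or 0.0001% Triton X-100; 5.3 nM AmpC reagent; cpd preinc 15 min RT; nitrocefin (800 uM stock) to start; A480 q20 s × 4 min; Activity was normalised to no-enzyme and no-compound control wells.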
LmPK inhibitor = inhibitors of Leishmania mexicana pyruvate kinase. Q27686. purified LmPK, Kinase-Glo ATP luminescence, 1 h. Potency, µM (series often up to 57.5 µM), inactives show at the top dose activity change, negative = inhibition, usual class: inhibitors. 290,000 tested, 0.37% active. AID 1721; further: potency means the concentration at half of the fitted maximal effect
Target sequence (Q27686 whole entry, looked up): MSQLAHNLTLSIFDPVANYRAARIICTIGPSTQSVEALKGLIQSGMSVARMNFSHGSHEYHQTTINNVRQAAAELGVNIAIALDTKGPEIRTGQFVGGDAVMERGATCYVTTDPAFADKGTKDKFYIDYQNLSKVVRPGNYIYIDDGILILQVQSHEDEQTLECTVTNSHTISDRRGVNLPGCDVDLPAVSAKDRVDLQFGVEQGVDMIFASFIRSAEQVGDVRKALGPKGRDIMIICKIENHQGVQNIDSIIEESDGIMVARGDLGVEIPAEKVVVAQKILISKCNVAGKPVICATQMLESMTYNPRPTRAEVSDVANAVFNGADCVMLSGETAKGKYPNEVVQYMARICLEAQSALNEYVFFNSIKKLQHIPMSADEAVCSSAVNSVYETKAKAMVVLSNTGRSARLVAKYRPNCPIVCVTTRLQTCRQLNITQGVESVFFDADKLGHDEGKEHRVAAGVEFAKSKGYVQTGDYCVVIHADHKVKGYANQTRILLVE
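qHTS format; LmPK 0.1 nM; substrates PEP 0.5 mM and ADP 0.1 mM. One-hour room-temperature incubation, then coupled luciferase luminescence; 0.5 nM enzyme wells mark activation.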
AmpC detergent = inhibitors of E. coli AmpC beta-lactamase with detergent. AmpC hydrolysis of nitrocefin, absorbance 480 nm, 0.01% Triton. Potency, µM (titrated, usually from 114 µM), without a hit: top-dose activity change, negative = inhibition, usual class: inhibitors. 370,000 tested, 0.041% active;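 further: potency means the concentration at half of the fitted maximal effect; 0% = no-compound wells and -100% = no-enzyme wells; nearly all actives have a fitted effect of over 25% in size; some results filed as inactive show a strong effect at the top dose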
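20 mM phosphate pH 7.0 + 0.01% (detergent screen) or 0.0001% Triton X-100; 5.3 nM AmpC reagent; cpd preinc 15 min RT; nitrocefin (800 uM stock) to start; A480 q20 s × 4 min; Activity was normalised to no-enzyme and no-compound control wells.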
Active calls of the source: *; ? = inconclusive; nt = not tested or not shown; [ ] = another dose, or the depositor's remark. Unless noted, the call rests on the fitted dose curve; in most records, active means well fitted curve in the direction sought with a large enough effect; inconclusive means small, poorly fitted or top-dose-only effect, or another doubt; inactive means no such curve, though single readings can be large; an effect the other way counts as inactive or inconclusive. Unless noted, on the % scale 0 is the no-effect control and ±100 the full control effect.

SMILES | AMA1 RON2 block | Sm TGR inh | HCMV inh | TbPYK inhibitor | AmpC no deterg | LmPK inhibitor | AmpC detergent
COc1ccc(CNC(=O)C(OC(=O)c2ccco2)c2ccc(OC)cc2)cc1 (stereo not drawn) | -4% | -10% | -3 | 3% | -21% | -2% | 2%
Clc1c(-c2nnc3n2CCC3)sc2ccccc12 | 5% | -13% | -19 | 6% | 4% | 0% | 1%
CC(Sc1nnc(-c2ccco2)n1C)C(=O)N(C)C1CCCCC1 (stereo not drawn) | 14% | -8% | -11 | 3% | -10% | nt | ?
Cc1coc2cc3oc(=O)c(CC(=O)NCCc4ccccc4F)c(C)c3cc12 | nt | -2% | -23 | 4% | nt | nt | 18%
Cc1ccc(C(=O)C2CCN(CC(=O)Nc3ccc4c(c3)OCCO4)CC2)cc1 | -9% | 0% | -20 | -7% | 25% | 2% | -10%
CCCCc1nnc(SCC(=O)Nc2nccs2)n1CC | -10% | -5% | 2 | 1% | -1% | -7% | -1%
COc1cc(-c2cc(NC=O)c3ncc(-c4cccc(C(F)(F)F)c4)n3c2)cc(OC)c1OC | 31%[activator] | nt | 95 | 3% | nt | nt | nt
COc1ccc([C@H]2/C=C\CN(C(=O)CC(C)(C)C)[C@@H](C)C(=O)N2Cc2ccc(F)cc2)cc1 | -11% | nt | -60* | -5% | nt | nt | nt
N[C@@]12CCc3nonc3[C@]1(O)CC(c1ccccc1)=[N+]2[O-] | 6% | 5% | 0 | -3% | -16% | -1% | -1%
Cc1nc2ccccc2n1Cc1ccccc1Br | -10% | 9% | ? | -2% | 25% | -6% | -8%
CCOC(=O)/C(C#N)=C(C)/C=C1\Sc2ccccc2N1CC | -3% | -22% | 92 | 2% | -5% | 2% | ?
CNC(=O)COC(=O)CCC(=O)c1cccs1 | 11% | 6% | 47 | 0% | -22% | 3% | 4%
Cc1c(Cl)c(C(=O)NC2C3CC4CC(C3)CC2C4)nn1C (stereo not drawn) | -2% | -4% | -5 | 8% | 1% | 3% | 1%
Cc1ccc(C(C(=O)NCCc2ccccc2)N(C(=O)c2csnn2)C2CC2)cc1 (stereo not drawn) | 7% | -7% | -11 | 2% | 17% | -1% | 3%
COc1cc2c(cc1NC(=O)C(C)N1CCN(S(=O)(=O)c3ccccc3[N+](=O)[O-])CC1)oc1ccccc12 (stereo not drawn) | 10% | -8% | 78 | 2% | -14% | 3% | ?
COc1ccc(CCNC(=O)c2cc(-c3ccccc3)c(N3CCOCC3)s2)c(OC)c1OC | -11% | -6% | -30 | 0% | 58% | 8% | ?
Cc1cc(Cl)ccc1OCCCC(=O)Nc1cccnc1 | -3% | 0% | -9 | -9% | -4% | 5% | -13%
CNC(=O)COC(=O)c1ccc2c(c1)S(=O)(=O)c1ccccc1C2=O | 8% | 0% | -29 | -3% | -10% | 6% | 0%
COc1cc(C2CC(=O)Oc3cc4c(cc32)OCO4)cc(OC)c1OC (stereo not drawn) | -13% | nt | -4 | -1% | -25% | nt | nt
COc1ccccc1C1=NOC(C)(c2nnc(-c3cccc(Cl)c3)o2)C1 (stereo not drawn) | 10% | nt | -1 | 3% | nt | nt | nt
Cc1cc(C(F)(F)F)cc(NNC(=O)NC(=O)c2ccc(Cl)cc2)n1 | 12% | 4% | 0 | -1% | -8% | 7% | 10%
Cc1nc(SCC(=O)Nc2cc(C)on2)c2c3c(sc2n1)CCCC3 | 7% | 3% | -10 | -2% | -12% | 9% | 1%
Cc1cc(C)cc(-n2ncc3c2CCCC3NC(=O)c2ccccc2)c1 (stereo not drawn) | -2% | nt | -26 | -5% | nt | nt | nt
COc1cccc(-c2nnc(-c3ccc(C(F)(F)F)cc3)o2)c1 | 49%[activator] | -20% | 2 | -3% | 3% | -5% | ?
O=C1NC(=O)/C(=C\c2cn(Cc3ccccc3F)c3ccccc23)N1 | 5% | 0% | 0 | 1% | -20% | 0% | 9%
Cc1ccc(C)c(N=C2CCCN2Cc2ccccc2)c1C#N | 5% | 5% | -12 | -1% | -6% | 1% | 0%
COc1ccccc1CCNC(=O)c1cc(C2CC2)nc2c1cnn2C(C)C | -7% | -3% | -31 | 5% | -12% | nt | -10%
CCOC(=O)c1ccc(Nc2ccc(-c3ccc(OC)c(OC)c3)nn2)cc1 | -17% | 0% | -20 | 1% | 18% | 1% | -14%
O=C(OCc1ccccc1)N1CCC2CC1c1cc(N3CCN(S(=O)(=O)c4cccc(C(F)(F)F)c4)CC3)ccc12 (stereo not drawn) | -4% | nt | 17 | -3% | nt | nt | nt
CCOC(=O)C1=C(c2cccc(F)c2)NC(=S)NC1C (stereo not drawn) | -6% | 0% | ? | -4% | -17% | 5% | -1%

Reprinted from the part before: seven entries, followed by the next part.
SMILES | AMA1 RON2 block | Sm TGR inh | HCMV inh | TbPYK inhibitor | AmpC no deterg | LmPK inhibitor | AmpC detergent
COc1cccc(-c2nnc(-c3ccc(C(F)(F)F)cc3)o2)c1 | 49%[activator] | -20% | 2 | -3% | 3% | -5% | ?
O=C1NC(=O)/C(=C\c2cn(Cc3ccccc3F)c3ccccc23)N1 | 5% | 0% | 0 | 1% | -20% | 0% | 9%
Cc1ccc(C)c(N=C2CCCN2Cc2ccccc2)c1C#N | 5% | 5% | -12 | -1% | -6% | 1% | 0%
COc1ccccc1CCNC(=O)c1cc(C2CC2)nc2c1cnn2C(C)C | -7% | -3% | -31 | 5% | -12% | nt | -10%
CCOC(=O)c1ccc(Nc2ccc(-c3ccc(OC)c(OC)c3)nn2)cc1 | -17% | 0% | -20 | 1% | 18% | 1% | -14%
O=C(OCc1ccccc1)N1CCC2CC1c1cc(N3CCN(S(=O)(=O)c4cccc(C(F)(F)F)c4)CC3)ccc12 (stereo not drawn) | -4% | nt | 17 | -3% | nt | nt | nt
CCOC(=O)C1=C(c2cccc(F)c2)NC(=S)NC1C (stereo not drawn) | -6% | 0% | ? | -4% | -17% | 5% | -1%
CN1C(=O)/C(=C\c2ccccc2F)Sc2ccc(C(=O)NC3CCN(Cc4ccccc4)CC3)cc21 | -18% | -6% | -71* | -18% | 24% | 6% | 2%
CCCC1NC(=O)c2cccnc2-n2c1nc1ccc(OC)cc1c2=O (stereo not drawn) | 3% | nt | -14 | -1% | nt | nt | nt
Cc1ccc(CN2CCN(Cc3ccccc3-c3ccco3)CC2CCO)o1 (stereo not drawn) | -2% | ? | -24 | 1% | 43% | 5% | 6%
Cc1ccc(-c2nnn(CC(=O)N(c3ccccc3)C(C(=O)NC(C)(C)C)c3cccs3)n2)o1 (stereo not drawn) | 6% | -3% | -21 | 1% | -10% | 5% | ?
CCCOc1ccccc1N1C(=O)CC(N2CCOCC2)C1=O (stereo not drawn) | -9% | ? | 27 | -1% | 9% | 1% | 4%
COc1ccc(CCNC(=O)COC(=O)Cc2ccccc2F)cc1 | 3% | nt | 3 | -8% | -28% | nt | nt
CCOc1ccc(CCNC(=O)CCS(=O)(=O)c2ccc(Cl)cc2)cc1OCC | 14% | -3% | 9 | 11% | 32% | -6% | 7%
CC(CCO)Nc1nc2c(c(=O)n(C)c(=O)n2C)n1Cc1cccc(Br)c1 (stereo not drawn) | 1% | 3% | nt | -11% | -1% | 3% | -10%
Cc1ccc(/C=N/NC(=O)c2nnn(-c3nonc3N)c2C(C)C)o1 | 42%[activator] | -27% | -19 | 8% | -34% | -2% | -4%
CCCC(=O)Nc1ccccc1NC(=O)c1ccc2c(c1)OCO2 | -1% | 1% | -16 | -2% | -21% | 2% | -4%
Cc1cc(C(=O)N2CCCC(C(=O)c3cccc(C(F)(F)F)c3)C2)n[nH]1 (stereo not drawn) | 0% | 2% | -35 | 0% | 38% | -3% | -2%
COc1ccc(-c2noc(CSc3nnc(Cc4ccccc4)n3-c3cccc(C)c3)n2)cc1 | nt | 6% | -23 | -5% | nt | nt | 11%
Cc1ccc(CC(=O)Nc2ccc(C(=O)N3CCOCC3)cc2)cc1 | 6% | 1% | nt | -3% | 2% | -3% | 3%
Cc1ccc2c(c1)N(CC(=O)N1CCCCC1)C(=O)CO2 | 17% | -10% | -8 | 2% | 4% | -1% | 1%
Cc1onc(C(=O)N2CCN(c3ccccc3)CC2)c1[N+](=O)[O-] | -1% | -3% | ? | 2% | -32% | -2% | -6%
Cc1cccc(C)c1Nc1nc2ccccc2o1 | -6% | 3% | 31 | 0% | -21% | 1% | ?
O=C(COc1ccc(S(=O)(=O)NCCc2ccccc2)cc1)N1CCCC1 | -1% | -16% | 9 | -1% | -3% | -8% | 4%
CC(=O)Nc1ccc(S(=O)(=O)N2CCN(S(=O)(=O)c3ccccc3)CC2)cc1 | 4% | -12% | 68 | 0% | 6% | 1% | -11%
CC(Oc1ccc(NC(=O)c2ccco2)cc1)C(=O)N1c2ccccc2CC1C (stereo not drawn) | -5% | -4% | -38 | -1% | 3% | 6% | -1%
CN(CCOc1ccccc1)C(=O)c1ccc(N2CCCC2)c([N+](=O)[O-])c1 | -16% | -10% | -4 | 1% | 53% | -7% | -11%
C/C(=N\NC(=S)NCCc1ccccc1)c1ccc(C#N)cc1 | 52%[activator] | -5% | 22 | -15% | -32% | -4% | -13%
O=C(c1nsc(Cl)c1Cl)N1CCCCC1 | 11% | -1% | 75 | -5% | -13% | 5% | 3%
COc1ccc(-c2ccc(OC)cc2)cc1 | 10% | -7% | 30 | -2% | -1% | nt | -10%
C[C@H](NC(=O)c1cc2cc(Cl)ccc2n1C)C(=O)N[C@@H](Cc1ccccc1)C(=O)O | 15% | 3% | ? | 3% | -11% | -3% | -10%
O=C(c1n[nH]c2ccccc12)N1CCN(c2ccc(F)cc2)CC1 | -2% | -10% | -4 | -1% | -21% | -1% | -19%
Cn1c(=O)c2c(c3ccccc31)OC(=O)CC2c1cccc(Cl)c1 (stereo not drawn) | nt | 8% | 31 | 2% | nt | nt | 7%
Cc1nc(Sc2ccccc2)c(C#N)cc1-c1ccccc1 | 45%[activator] | 95%[activator] | nt | 8% | 17% | 0% | -2%
C=C1CCN([C@@H](Cc2ccccc2)C(=O)NCc2ccc(Cl)cc2)S(=O)(=O)c2ccccc21 | -3% | nt | -15 | 2% | nt | nt | nt
CC(C)Oc1ccc(C(=O)Nc2ccc(N3CCCC3)cc2)cc1 | -14% | ? | nt | -13% | 1% | 1% | -11%

Source: PubChem (National Center for Advancing Translational Sciences (NCATS))
